Source: PubChem BioAssay
D1 antag: Antagonist of Human D 1 Dopamine Receptor: qHTS. D(1A) dopamine receptor (Homo sapiens), P21728. HEK293 TREx D1 cells, calcium flux, dopamine EC80; stronger effect = lower value. 3.2% of 360,000 active. activity change, negative = inhibition, % at 10 µM; in the data active means activity change below about -30%; further: on the % scale 0 is the no-effect control and ±100 the full control effect
Target sequence (P21728 whole entry, looked up): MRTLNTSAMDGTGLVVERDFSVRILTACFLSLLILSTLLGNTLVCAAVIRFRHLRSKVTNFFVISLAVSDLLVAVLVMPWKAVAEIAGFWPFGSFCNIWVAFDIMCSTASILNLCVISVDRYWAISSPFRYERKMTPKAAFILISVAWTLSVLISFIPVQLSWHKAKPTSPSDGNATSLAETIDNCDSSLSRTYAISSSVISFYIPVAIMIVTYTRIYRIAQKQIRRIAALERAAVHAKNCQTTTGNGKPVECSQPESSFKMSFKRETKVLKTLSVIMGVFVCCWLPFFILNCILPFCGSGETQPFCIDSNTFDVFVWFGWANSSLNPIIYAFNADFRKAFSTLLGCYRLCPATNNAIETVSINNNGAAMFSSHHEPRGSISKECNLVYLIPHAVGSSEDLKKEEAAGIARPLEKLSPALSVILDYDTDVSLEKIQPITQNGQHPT
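Tetracycline-induced HEK293 T-REx cells with force-coupled D1 receptor were loaded with a no-wash calcium dye. Compound was added after a 10 s baseline and read kinetically for 180 s; EC80 dopamine was then added and calcium flux followed another 180 s.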
D1 PAM: Potentiators of Human D1 Dopamine Receptor: qHTS. HEK293 TREx D1 cells, calcium flux, dopamine EC20 potentiation. potentiation, % at 10 µM. 0.036% of 360,000 active. AID 504651, 2011; in the data active means potentiation above about 30%; further: 0% is about no effect
TRHR PAM: qHTS for Small Molecule Agonists and Allosteric Enhancers of Human TRH Receptor: Primary Screen for Enhancers; 0.66% of 360,000 active; TRHR cells, fluo-8 calcium fluorescence, EC20 TRH enhancement; enhancement, % at 2 µM; AID 493056, 2011; Thyrotropin-releasing hormone receptor (Homo sapiens), P34981; in the data active means enhancement above about 30%; further: 0% is about no effect
Target sequence (P34981 whole entry, looked up): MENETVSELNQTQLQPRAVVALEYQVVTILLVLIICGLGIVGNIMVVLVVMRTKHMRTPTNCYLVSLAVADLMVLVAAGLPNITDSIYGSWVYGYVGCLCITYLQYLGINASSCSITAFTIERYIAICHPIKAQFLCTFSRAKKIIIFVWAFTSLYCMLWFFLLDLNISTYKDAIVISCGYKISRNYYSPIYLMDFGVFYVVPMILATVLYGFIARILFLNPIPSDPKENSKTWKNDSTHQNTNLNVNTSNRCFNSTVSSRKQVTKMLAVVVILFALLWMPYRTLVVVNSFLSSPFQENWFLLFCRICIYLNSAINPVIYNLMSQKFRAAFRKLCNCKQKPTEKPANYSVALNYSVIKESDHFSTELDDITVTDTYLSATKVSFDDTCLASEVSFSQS
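Enhancer read-out: after compound pinning and an initial kinetic agonist-mode read, an EC20 of TRH (10 nM final) was injected and fluo-8 calcium signal (Ex 480/Em 530) followed at 1 s/cycle for 100 cycles in TRHR-expressing cells.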
RXFP1 antagonist: qHTS Assay for Antagonists of the Relaxin Receptor RXFP1. Relaxin receptor 1 (Homo sapiens), Q9HBX9. activity change, negative = inhibition, % at 57.5 µM. 0.59% of 350,000 active. HEK293-RXFP1, relaxin-stimulated cAMP HTRF, 30 min; stronger effect = lower value;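 active means activity change of -60% or lower, but not beyond a set lower limit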; further: on the % scale 0 is the no-effect control and ±100 the full control effect
D2 ag: HTS Assay for Allosteric Agonists of the Human D2 Dopamine Receptor: Primary Screen for Agonists. 0.53% of 340,000 active. HEK293 T-REx D2 cells, calcium flux agonist mode. activation, % at 2 µM. AID 485358, 2010. D(2) dopamine receptor (Homo sapiens), P14416;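 active means activation over 3 SD above normal in the single-dose calcium agonist read, cut at about 30% in these data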; further: 0% is about no effect
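Agonism scored from kinetic calcium signal (1 read/sec, 180 s) following compound pin transfer, after a 10 s baseline. Cells: HEK293 Trex line expressing inducible D2 receptor coupled to calcium, dye-loaded after overnight culture at 30 C.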
D2 antag: HTS Assay for Allosteric Antagonists of the Human D2 Dopamine Receptor: Primary Screen for Antagonists. HEK293 TREx D2 cells, calcium flux, dopamine EC80. inhibition, % at 10 µM. 2% of 340,000 active. AID 485344, 2010; in the data active means inhibition above about 30%; further: 0% is about no effect
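Dopamine at EC80 is the agonist stimulus; test compounds precede it by 180 s. Calcium flux read kinetically in a force-coupled, inducible HEK293 T-REx D2 cell line.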
D2 potentiator: HTS Assay for Positive Allosteric Modulators of the Human D2 Dopamine Receptor: Primary Screen for Potentiators; 0.34% of 340,000 active; HEK293 T-REx D2, calcium flux, EC20 dopamine potentiation; potentiation, % at 10 µM; D(2) dopamine receptor (Homo sapiens), P14416; AID 485347, 2010;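 active means potentiation over 3 SD above the plate norm, cut at about 30% in these data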; further: 0% is about no effect
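Primary screen. Calcium kinetics in induced HEK293 T-REx D2 cells: compound pre-addition 180 s, EC20 dopamine, 180 s more.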
RXFP1 agonist: qHTS Assay for Agonists of the Relaxin Receptor RXFP1 | Relaxin receptor 1 (Homo sapiens), Q9HBX9 | HEK293T-RXFP1 cAMP TR-FRET, 30 min; response scale: percent of porcine relaxin response, buffer zero | Potency, µM (top dose mostly 57.5 µM), without a hit: top-dose activation, most hits filed as activators | 0.3% of 370,000 active; active means well fitted activation curve with a large enough effect; further: potency means the concentration at half of the fitted maximal effect; on the % scale 0 is the no-effect control and ±100 the full control effect; nearly all actives have a fitted effect of over 60% in size; many of its hits are not listed in these tables
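HEK293T cells stably expressing RXFP1 were pretreated with the PDE4 inhibitor Ro 20174, exposed to compounds for 30 min at 37C, lysed, and cAMP was read by TR-FRET. Data normalized to buffer (basal) and 29 nM porcine relaxin (100%).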
D1 agonist: Allosteric Agonists of the Human D1 Dopamine Receptor: qHTS | activation, % at 2 µM | 1% of 360,000 active | AID 504660, 2011 | HEK293 T-REx D1 cells, calcium flux, agonist mode; in the data active means activation above about 30%; further: 0% is about no effect
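Tetracycline-induced HEK293 TREx D1 cells, force-coupled to calcium signalling, were dye-loaded with a no-wash calcium kit. Compound was pin-added after a 10 s baseline. Fluorescence was read kinetically at 1 cycle/s for 180 s, with calcium rises flagged as agonism.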
* = called active by the depositor; . = not tested or not shown.

canonical_smiles,D1 antag,D1 PAM,TRHR PAM,RXFP1 antagonist,D2 ag,D2 antag,D2 potentiator,RXFP1 agonist,D1 agonist
Cc1c(CCC(=O)N2CCC[C@H]2C(=O)O)c(=O)oc2cc3oc4c(c3cc12)CCCC4,0,-1,11,.,-0.7,13,22,7.0%,1
Cc1c(Cl)cccc1NC(=O)C(CCS(C)(=O)=O)N1Cc2ccccc2C1=O (configuration not stated),-3,7,0,5,0.3,.,-11,2.8%,1
CCOC(=O)c1c(S(=O)(=O)N2CCN(c3cccc(C(F)(F)F)c3)CC2)c(C)n(C)c1C,-18,1,-5,-4,.,.,-6,-0.1%,2
CN(C)CCCNS(=O)(=O)c1cc(Cl)ccc1Cl,18,-7,4,5,-0.5,38*,-3,1.5%,3
COc1ccccc1C(=O)Oc1ccc(C(c2c(C)[nH][nH]c2=O)c2c(C)[nH][nH]c2=O)cc1,-10,-2,1,-9,-0.2,.,-5,2.9%,1
CS(=O)(=O)c1ccccc1C(=O)Nc1ccc2sccc2c1,5,-3,9,2,0.2,4,-3,1.3%,0
CSC[C@H](NC(=O)COc1cc2c(c3oc(=O)cc(C)c13)CCC(C)(C)O2)C(=O)O,2,-6,4,4,-1.7,13,-7,3.7%,3
CCOC(=O)c1nnn(-c2nonc2N)c1CS(=O)(=O)c1ccccc1,-27,-5,-5,-1,-0.2,15,10,0.9%,3
CCOC(=O)N1CCN(c2c(N3CCC(N4CCCCC4)CC3)c(=O)c2=O)CC1,0,.,-1,.,-0.2,9,-10,-0.9%,2
CCc1cccc(CC)c1NC(=O)CN1C(=O)C(=O)c2ccccc21,19,-3,0,-2,.,.,-12,0.8%,0
Cc1ccc(-c2[nH]c3ccccc3c2SCCN)cc1,-6,-12,-6,-4,0.6,-10,-18,0.1%,20
COC(=O)c1cn(NC(=O)Cc2cccc(C(F)(F)F)c2)c(=O)c2ccccc12,6,-2,-8,-10,-0.4,17,18,15%,1
Fc1ccccc1-c1nc(-c2ccc(Br)o2)no1,8,-9,-7,-4,1.1,3,-12,2.2%,4
C=C(C)[C@@H]1CC[C@]2(C(=O)O)CC[C@]3(C)C(CCC4[C@@]5(C)CC[C@H](O)C(C)(C)C5CC[C@]43C)C12 (some centres not stated),0,-4,8,.,-0.9,18,-5,0.6%,1
COC(=O)c1cn(C(=O)c2cccs2)c2ccccc12,9,-4,-2,-11,0.5,-14,-8,0.8%,7
Cc1cc(C)n(C(=O)c2ccccc2[N+](=O)[O-])n1,21,-6,-4,1,0.4,-3,4,-0.1%,0
CNC(=O)CN1C(=O)c2ccccc2S1(=O)=O,2,.,0,.,0.9,-8,-2,1.7%,1
Cc1cccc(NC(=S)N2N=CCC2c2ccccc2)c1 (configuration not stated),0,2,-2,-9,0.5,2,-2,-0.3%,9
COc1cccc(-c2cc(C(F)(F)F)nc(-n3nc(C)c(Br)c3C)n2)c1,1,-2,-9,-28,1.5,.,-8,21%,-2
S=c1[nH]nc(-c2ccccc2)n1/N=C/c1c[nH]c2ccccc12,-8,-6,-1,.,1.1,-2,-2,1.1%,1
O=C(Nc1cccc(Br)c1)N1CCN2CCCCC2C1 (configuration not stated),-8,-1,0,-10,-0.3,.,-13,0.1%,2
COc1ccc(CNCC(=O)Nc2ccccc2-n2cccc2)cc1,-20,2,-4,3,0.8,-8,-2,-6.0%,12
Cc1cc(C)c(NC(=O)CN2C(=O)CC(C)S(=O)(=O)c3ccccc32)c(C)c1 (configuration not stated),4,-1,2,6,-0.6,17,-4,0.1%,3
COc1ccc(-c2cc(C(=O)NCc3ccc(F)cc3)c3c(-c4ccc(F)cc4)[nH]nc3n2)cc1OC,-2,1,-2,4,0.3,.,7,7.1%,-1
C=CCn1c(SCC(=O)Nc2ccc(N3CCOCC3)cc2)nnc1-c1ccncc1,0,-4,-6,-4,-0.1,13,-2,0.0%,2
CCC(C(=O)NC(C)(C)C)N(Cc1cccs1)C(=O)CNS(=O)(=O)c1ccccc1 (configuration not stated),5,-2,-1,12,0.4,-4,-3,0.6%,0
CCOc1ccc(C(=O)NCC2CCCO2)cc1OCC (configuration not stated),-10,4,1,-1,-2.1,-25,-6,0.9%,2
CC(=O)CSc1nnc2cc(C)c3ccccc3n12,-3,2,3,-2,0.8,6,-2,10.0%,2
COc1ccccc1C(=O)NCCC(=O)N(C)CC(=O)Nc1ccc(Cl)cc1,13,-5,2,-13,-1.0,17,-19,3.0%,1
CC(Sc1nc2c(cc1C#N)CCCCC2)C(=O)O (configuration not stated),.,0,-2,-17,0.6,0,3,7.9%,0

Single records, from the list above. Order of values: D1 antag	D1 PAM	TRHR PAM	RXFP1 antagonist	D2 ag	D2 antag	D2 potentiator	RXFP1 agonist	D1 agonist
COC(=O)c1cn(C(=O)c2cccs2)c2ccccc12 across the screens: 9	-4	-2	-11	0.5	-14	-8	0.8%	7
CCOC(=O)c1c(S(=O)(=O)N2CCN(c3cccc(C(F)(F)F)c3)CC2)c(C)n(C)c1C across the screens: -18	1	-5	-4	.	.	-6	-0.1%	2
CCOC(=O)c1nnn(-c2nonc2N)c1CS(=O)(=O)c1ccccc1 across the screens: -27	-5	-5	-1	-0.2	15	10	0.9%	3

Continuation.
canonical_smiles,D1 antag,D1 PAM,TRHR PAM,RXFP1 antagonist,D2 ag,D2 antag,D2 potentiator,RXFP1 agonist,D1 agonist
CCOC(=O)n1c(=O)n(C)c2ccc(Br)cc21,-20,-4,16,-3,1.0,5,4,0.2%,2
COC(=O)c1c(NC(C)=O)c2c3c(sc2n1Cc1cc(C)ccc1C)CCCC3,8,6,1,-18,1.0,.,-4,-0.9%,1
COCCNC(=S)Nc1cccc2cnccc12,-19,-3,19,-2,0.7,-1,5,0.4%,4
CC(OC(=O)c1ccc(-n2cnnn2)cc1)C(=O)NCc1ccccc1 (configuration not stated),-11,0,-2,0,0.7,1,2,1.6%,7
Cc1cccc(C)c1NC(=O)/C(C#N)=C/c1cccs1,13,1,2,-1,-0.1,13,7,-2.2%,-1
Cc1ccc(-n2nc(C)c3c(C)c(CCC(=O)NCC4CCCO4)c(=O)n(C)c32)cc1 (configuration not stated),-7,-2,7,-1,.,.,.,4.5%,-1
O=C(CS(=O)c1ccc(Br)cc1)N1CCOCC1 (configuration not stated),-20,3,-1,17,0.7,2,-5,2.4%,4
CN(CC(=O)Nc1ccc(F)cc1)CC(=O)NC1CCCCC1,2,-1,4,8,1.1,6,-10,1.1%,0
O=C1CC(NCc2ccc(F)cc2)C(=O)N1c1ccccc1 (configuration not stated),0,-2,-20,5,0.1,-3,8,2.5%,1
CCCCN(C(=O)Oc1ccccc1)C1CCS(=O)(=O)C1 (configuration not stated),-14,-1,-4,14,0.7,-8,-1,-0.1%,-1
CCN(CC)Cc1c(O)ccc2c(=O)c(-c3ccc4c(c3)OCCO4)coc12,11,-2,15,-6,-0.3,25,5,-1.0%,3
COc1ccccc1/C=C/C(=O)OCC(=O)Nc1ccccc1Sc1ccccc1,-16,1,-2,-14,1.7,3,-1,-1.5%,50*
CN(C(=O)CC1C(=O)NCCN1Cc1cccc(F)c1F)C1CCOCC1 (configuration not stated),-2,0,7,-5,-0.3,16,-8,0.2%,1
CCOC(=O)Cn1nnc(-c2cccc(OC)c2)n1,-3,-1,16,16,0.4,-1,-3,-0.3%,2
CCOc1ccc2cc(C3CC(c4ccco4)=NN3S(C)(=O)=O)c(Cl)nc2c1 (configuration not stated),0,-2,-2,1,-0.9,-9,-1,1.8%,5
CC(C)(C)c1ccc(OCC(=O)N2CCCCCC2)c(Br)c1,-35*,-13,8,-3,-0.9,-8,0,-0.4%,10
COc1cc(C(=O)OCC(=O)NC2CCCC2)cc(OC)c1OC,-15,-2,6,-26,.,.,-2,1.1%,1
COc1cccc(NS(=O)(=O)c2ccc3[nH]cc(C(=O)NCCc4ccc(C)cc4)c(=O)c3c2)c1,1,1,-12,1,-0.9,.,9,-4.1%,3
CN(CC(=O)Nc1c(Cl)cccc1Cl)C(=O)c1ccncc1,-10,-13,9,3,0.3,1,-4,-1.2%,3
CCN1CCN(CC(=O)c2c[nH]c3ccc(C)cc23)CC1,.,-2,-2,1,-0.5,2,-5,-2.2%,-1
COC(=O)c1ccc(/C=C2/SC(=S)N(CCCC(=O)Nc3ccccn3)C2=O)cc1,1,-3,-2,21,0.0,-7,12,3.3%,5
COc1ccc(S(=O)(=O)N2CCC(C(=O)N[C@@H](C)C(=O)NC3CC3)CC2)cc1,-14,-6,-9,-19,0.4,-3,10,3.4%,6
C/C(=N\NC(=O)C(=O)Nc1cccc(Cl)c1)c1ccncc1,-30,-5,2,.,-0.5,-2,6,3.3%,11
CCOc1ccc(NC(=O)N2CCC(n3c(C)nc4cccnc43)CC2)cc1,-5,0,-1,5,0.9,.,.,0.3%,-2
CCOc1ccc(CCNC(=O)CCc2nc(-c3ccc(OC)cc3)no2)cc1OCC,-2,-1,10,-1,0.7,-9,8,-1.7%,3
O=C(NCCCn1ccnc1)c1cc2c(s1)CCCC2,3,-1,5,-5,-0.3,-4,-12,-0.3%,3
O=C1C=C(c2ccc3ccccc3c2)C[C@@H](c2ccc(Cl)cc2)C1,-19,2,2,.,0.6,-9,-2,0.9%,-1
CCOC(=O)c1sc(NC(=O)c2ccc(Cl)s2)cc1C,2,-7,6,.,0.0,1,-13,2.3%,2
COc1cc(CCC(=O)Nc2ccc(C)c(S(=O)(=O)N(C)C)c2)cc(OC)c1OC,2,-5,-3,.,0.8,1,1,0.8%,10
COc1nnc(-c2ccc(C)cc2)c2ccccc12,-9,-9,-2,5,-0.9,-5,15,3.1%,0
COc1ccc(CCNC2=NCCS2)cc1OC,3,-2,-1,2,-1.0,-20,-1,-12%,5
OC1(Cc2cc(-c3ccccc3)no2)CCN(CCCc2ccccc2)CC1,1,3,-1,-3,46*,73*,-28,0.7%,18
CC(C)c1cc(C(=O)NC(C)c2ccccc2)no1 (configuration not stated),11,0,11,-7,-0.8,.,3,0.8%,0

Some of the compounds tested (hit frequency here may not be typical).
